Screening results deposited in PubChem by Broad Institute.
NSD2 block: inhibitors of human NSD2 methyltransferase; AID 624260; NSD2-SET H3K36me1 DELFIA fluorescence, biochemical; 44,000 tested, 0.07% active; inhibition, % at 12.5 µM; O96028; in the data active = inhibition above about 54%, passing the limit was not always enough; inconclusive = no clear call, values can overlap the other calls;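 also: inhibitors reduce the monomethyl H3K36 fluorescence signal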
Target sequence (O96028 whole entry, looked up): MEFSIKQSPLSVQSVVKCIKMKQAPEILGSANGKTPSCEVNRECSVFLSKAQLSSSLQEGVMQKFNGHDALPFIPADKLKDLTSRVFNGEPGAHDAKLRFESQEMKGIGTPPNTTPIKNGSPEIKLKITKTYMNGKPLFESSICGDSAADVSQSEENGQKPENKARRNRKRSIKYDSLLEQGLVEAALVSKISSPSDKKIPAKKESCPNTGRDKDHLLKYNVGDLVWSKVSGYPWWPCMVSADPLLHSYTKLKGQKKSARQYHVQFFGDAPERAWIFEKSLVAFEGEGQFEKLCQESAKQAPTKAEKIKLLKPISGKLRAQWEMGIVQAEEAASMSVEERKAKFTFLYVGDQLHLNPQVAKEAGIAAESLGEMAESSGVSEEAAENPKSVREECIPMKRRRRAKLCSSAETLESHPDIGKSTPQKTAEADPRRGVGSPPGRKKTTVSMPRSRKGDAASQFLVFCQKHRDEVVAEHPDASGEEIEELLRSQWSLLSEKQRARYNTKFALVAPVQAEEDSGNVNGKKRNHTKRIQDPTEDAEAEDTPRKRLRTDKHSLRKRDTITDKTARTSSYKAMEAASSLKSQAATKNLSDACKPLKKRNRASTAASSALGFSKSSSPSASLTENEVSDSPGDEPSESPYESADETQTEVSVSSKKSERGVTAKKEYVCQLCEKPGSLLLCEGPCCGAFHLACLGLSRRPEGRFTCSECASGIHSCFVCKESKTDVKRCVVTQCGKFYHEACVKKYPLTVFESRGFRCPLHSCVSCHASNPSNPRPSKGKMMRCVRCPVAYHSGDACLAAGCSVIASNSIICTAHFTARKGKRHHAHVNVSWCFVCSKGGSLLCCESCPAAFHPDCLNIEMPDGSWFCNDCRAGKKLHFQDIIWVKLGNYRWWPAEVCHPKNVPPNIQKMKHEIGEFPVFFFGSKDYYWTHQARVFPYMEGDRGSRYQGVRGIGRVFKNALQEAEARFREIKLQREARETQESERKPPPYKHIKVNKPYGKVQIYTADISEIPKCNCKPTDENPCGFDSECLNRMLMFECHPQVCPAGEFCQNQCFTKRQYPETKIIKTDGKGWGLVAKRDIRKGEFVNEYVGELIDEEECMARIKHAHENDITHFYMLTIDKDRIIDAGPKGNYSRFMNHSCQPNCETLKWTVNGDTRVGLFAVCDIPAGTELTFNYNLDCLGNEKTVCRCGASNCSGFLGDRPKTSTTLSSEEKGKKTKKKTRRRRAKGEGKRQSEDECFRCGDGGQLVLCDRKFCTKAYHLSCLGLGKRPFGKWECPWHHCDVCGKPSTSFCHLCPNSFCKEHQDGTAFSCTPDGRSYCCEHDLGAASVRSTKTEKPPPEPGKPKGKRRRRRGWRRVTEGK
* marks the source's active call; other numbers are inactive results; u = inconclusive. Not all compounds are listed; rates above refer to the full screens.

NSD2 block,SMILES
-9.8,C[C@H](CO)N1C[C@H](C)[C@@H](CN(C)C(=O)Nc2ccccc2)OCCCC[C@H](C)Oc2ccc(NC(=O)Nc3ccccc3)cc2C1=O
26.9,O=c1cc(-c2ccc(O)c(O)c2)oc2cc(O)c(C3OC(CO)C(O)C(O)C3O)c(O)c12 (centres undefined)
3.2,CO[C@@H](CN(C)C(=O)C1CCOCC1)[C@@H](C)CN([C@H](C)CO)S(=O)(=O)c1ccccc1
1.3,CC(C)NC(=O)Nc1ccc2c(c1)C(=O)N([C@@H](C)CO)C[C@H](C)[C@@H](CN(C)C(=O)NC(C)C)O2
-11.3,Cc1noc(C)c1S(=O)(=O)Nc1ccc2c(c1)CC(=O)N([C@@H](C)CO)C[C@H](C)[C@@H](CN(C)S(=O)(=O)c1cccs1)O2
-3.7,CC(C)NC(=O)Nc1ccc2c(c1)CC(=O)N([C@@H](C)CO)C[C@H](C)[C@@H](CN(C)Cc1ccncc1)O2
-1.4,C[C@@H]1CN([C@H](C)CO)C(=O)c2cc(-c3ccc(C#N)cc3)cnc2O[C@H]1CN(C)C(=O)CC1CC1
9.4,O=C1C[C@@](C(=O)NCCN2CCOCC2)(c2ccc([N+](=O)[O-])cc2)[C@@H](c2ccc(CO)cc2)N1CC12CC3CC(CC(C3)C1)C2
-1.2,O=C(O)CCCCCCC(=O)N/N=C/c1ccco1
8.3,C[C@@H]1CN([C@@H](C)CO)C(=O)c2cc(NC(=O)Cn3cnnn3)ccc2O[C@@H]1CN(C)S(=O)(=O)c1cn(C)cn1
-1.2,Cc1ccc(S(=O)(=O)N(C)C[C@@H]2Oc3c(cccc3N(C)C)C(=O)N([C@H](C)CO)C[C@@H]2C)cc1
3.4,COc1ccc(S(=O)(=O)Nc2ccc3c(c2)CC(=O)N([C@H](C)CO)C[C@@H](C)[C@H](CN(C)C(=O)Nc2ccc4c(c2)OCO4)O3)cc1
0.8,Cc1ccc(S(=O)(=O)N(C)C[C@@H]2Oc3c(NS(=O)(=O)c4ccc(Cl)cc4)cccc3C(=O)N([C@H](C)CO)C[C@H]2C)cc1
4.8,COc1ccc(S(=O)(=O)Nc2ccc3c(c2)C(=O)N([C@H](C)CO)C[C@H](C)[C@H](CN(C)S(C)(=O)=O)OCCCC[C@@H](C)O3)cc1
1.3,Cn1c(-c2cc(Br)cs2)nc(=O)c2cc(Cl)ccc21
2.1,C[C@@H]1CN([C@@H](C)CO)C(=O)c2cc(NC(=O)NC3CCCCC3)ccc2O[C@H]1CN(C)Cc1ccncc1
0.0,O=C(N[C@H]1C=C[C@H](CC(=O)N2CCC(Cc3ccccc3)CC2)O[C@@H]1CO)c1cnccn1
-0.2,Cc1noc(C)c1NC(=O)Nc1cccc2c1O[C@H](CN(C)C(=O)Nc1ccc(F)cc1)[C@H](C)CN([C@@H](C)CO)C2=O
-2.1,COc1ccc(S(=O)(=O)Nc2ccc3c(c2)C(=O)N([C@@H](C)CO)C[C@@H](C)[C@H](CN(C)Cc2ccc(Cl)c(Cl)c2)O3)cc1
-7.2,C[C@H]1CN([C@@H](C)CO)C(=O)c2cc(NC(=O)Cn3cnnn3)ccc2O[C@@H]1CN(C)Cc1ccc(C(=O)O)cc1

Structural class, the entries above with a thiophene ring, fused or not.
NSD2 block,SMILES
-11.3,Cc1noc(C)c1S(=O)(=O)Nc1ccc2c(c1)CC(=O)N([C@@H](C)CO)C[C@H](C)[C@@H](CN(C)S(=O)(=O)c1cccs1)O2
1.3,Cn1c(-c2cc(Br)cs2)nc(=O)c2cc(Cl)ccc21

Continuation:
NSD2 block,SMILES
-2.6,C[C@H](CO)N1C[C@H](C)[C@H](CN(C)C(=O)Nc2cc(F)ccc2F)Oc2ncc(C#CCN(C)C)cc2C1=O
-9.1,C[C@@H]1CN([C@@H](C)CO)C(=O)c2cc(NC(=O)Nc3cccc4ccccc34)ccc2O[C@@H](C)CCCCO[C@H]1CN(C)Cc1ccc(Cl)c(Cl)c1
5.2,C[C@H](CO)N1C[C@H](C)[C@H](CN(C)Cc2cccc(C(=O)O)c2)Oc2ncc(-c3ccccc3F)cc2C1=O
0.8,C[C@@H]1CCCCO[C@@H](CN(C)C(=O)NC2CCCCC2)[C@H](C)CN([C@H](C)CO)C(=O)c2cc(NC(=O)Cc3ccccc3)ccc2O1
5.1,C[C@@H]1CN([C@H](C)CO)C(=O)CCCn2nncc2CO[C@H]1CN(C)C(=O)Nc1ccc(-c2cccs2)cc1
-0.1,C[C@H](CO)N1C[C@H](C)[C@H](CN(C)S(=O)(=O)c2ccccc2C#N)OCc2ccccc2-c2ccccc2C1=O
1.6,C[C@@H]1CN([C@@H](C)CO)C(=O)c2cc(NS(=O)(=O)c3cccs3)ccc2O[C@@H]1CN(C)Cc1ccc2c(c1)OCO2
0.4,C[C@H]1CN([C@@H](C)CO)S(=O)(=O)c2ccc(C#CC3(O)CCCC3)cc2O[C@@H]1CN(C)C(=O)Cc1cccnc1
1.7,C/C=C/c1cnc2c(c1)C(=O)N([C@H](C)CO)C[C@H](C)[C@H](CN(C)C(=O)c1cccnc1)O2
1.2,COc1ccc(CN(C)C[C@H]2Oc3ccc(NC(=O)Cc4cn(C)c5ccccc45)cc3C(=O)N([C@@H](C)CO)C[C@H]2C)cc1
-1.8,Cc1ccc(S(=O)(=O)N(C)C[C@@H]2OCCCC[C@H](C)Oc3ccc(NC(=O)Nc4ccc(F)cc4)cc3C(=O)N([C@@H](C)CO)C[C@H]2C)cc1
-3.7,COc1ccc(NC(=O)N(C)C[C@H]2OCCCC[C@H](C)Oc3ccc(NS(=O)(=O)c4ccccc4)cc3C(=O)N([C@H](C)CO)C[C@@H]2C)cc1
-1.2,C[C@H](CO)N1C[C@H](C)[C@H](CN(C)C(=O)c2ccc(F)cc2)Oc2cc(-c3cccc(C#N)c3)ccc2S1(=O)=O
-5.1,C[C@H]1CN([C@@H](C)CO)S(=O)(=O)c2ccc(C#Cc3ccccc3F)cc2O[C@@H]1CN(C)CC1CCOCC1
8.3,C[C@H]1CN([C@@H](C)CO)C(=O)c2cc(-c3ccccc3)cnc2O[C@@H]1CN(C)Cc1ccc(C(=O)O)cc1
0.1,O=C(NC(NC(=S)Nc1ccc(F)c([N+](=O)[O-])c1)C(Cl)(Cl)Cl)C(c1ccccc1)c1ccccc1 (centres undefined)
0.9,C[C@H](CO)N1C[C@H](C)[C@H](CN(C)S(=O)(=O)c2ccccc2)Oc2ccc(NS(=O)(=O)c3ccc(Cl)cc3)cc2C1=O
-0.5,Cc1noc(C)c1NC(=O)Nc1ccc2c(c1)CC(=O)N([C@@H](C)CO)C[C@@H](C)[C@H](CN(C)C(=O)Nc1ccc(F)cc1)O2
-6.0,C[C@H]1CCCCO[C@@H](CN(C)CC2CCCCC2)[C@@H](C)CN([C@@H](C)CO)C(=O)c2cc(NC(=O)c3ccncc3)ccc2O1
-2.4,C[C@@H]1CN([C@H](C)CO)C(=O)Cc2cc(NC(=O)C3CCCCC3)ccc2O[C@@H]1CN(C)C(=O)Nc1ccc(F)cc1
-18.3,CC1(C)CC[C@]2(C(=O)O)CC[C@]3(C)C(=CCC4[C@@]5(C)CC[C@H](O[C@@H]6OC[C@H](O)[C@H](O)[C@H]6O)[C@@](C)(CO)C5CC[C@]43C)C2C1 (some centres undefined)
-6.3,C[C@H](CO)N1C[C@H](C)[C@H](CN(C)S(=O)(=O)c2cn(C)cn2)Oc2c(NC(=O)Nc3ccc(C(F)(F)F)cc3)cccc2C1=O
3.5,CCC(=O)N(C)C[C@H]1Oc2cc(C#C[C@@H](C)O)ccc2S(=O)(=O)N([C@@H](C)CO)C[C@@H]1C
-3.1,C[C@@H]1CN([C@@H](C)CO)C(=O)Cc2cc(NS(=O)(=O)c3cccs3)ccc2O[C@H]1CN(C)Cc1ccc(Oc2ccccc2)cc1
2.5,C[C@@H]1CN([C@H](C)CO)C(=O)c2cc(NC(=O)c3ccncc3)ccc2O[C@@H]1CN(C)C(=O)Nc1cccc2ccccc12
-5.6,Cc1noc(C)c1S(=O)(=O)N(C)C[C@H]1Oc2c(NC(=O)C3CC3)cccc2C(=O)N([C@@H](C)CO)C[C@H]1C
-4.6,C[C@H]1CN([C@@H](C)CO)C(=O)Cc2cc(NC(=O)CCCCCC(=O)Nc3ccccc3N)ccc2O[C@H]1CN(C)CC1CCCCC1
5.3,C[C@@H]1CN([C@@H](C)CO)C(=O)Cc2cc(NS(=O)(=O)c3cn(C)cn3)ccc2O[C@@H]1CN(C)C(=O)Nc1cccc2ccccc12
-9.6,CC(C)CC#Cc1ccc2c(c1)O[C@@H](CN(C)S(C)(=O)=O)[C@H](C)CN([C@@H](C)CO)S2(=O)=O
1.7,COc1ccc(CN(C)C[C@@H]2OCCCC[C@@H](C)Oc3ccc(NC(=O)NC(C)C)cc3C(=O)N([C@H](C)CO)C[C@@H]2C)cc1
-3.3,C[C@H](CO)N1C[C@H](C)[C@H](CN(C)C(=O)Cc2ccccn2)Oc2ncc(/C=C/c3ccccc3)cc2C1=O
-1.3,C[C@H](CO)N1C[C@H](C)[C@H](CN(C)CC2CC2)Oc2ccc(NS(=O)(=O)c3ccc(F)cc3)cc2CC1=O
2.2,C[C@H]1CN([C@@H](C)CO)C(=O)Cc2cc(NC(=O)Cc3cn(C)c4ccccc34)ccc2O[C@H]1CN(C)S(C)(=O)=O
2.0,C[C@@H]1CN([C@@H](C)CO)C(=O)c2cc(NS(C)(=O)=O)ccc2O[C@H]1CN(C)CC1CC1
0.2,C[C@H](CO)N1C[C@H](C)[C@@H](CN(C)C)OCCCC[C@H](C)Oc2ccc(NC(=O)Nc3ccc(C(F)(F)F)cc3)cc2C1=O
-84.0,O=C(C[C@H]1CC[C@@H](NS(=O)(=O)c2ccccc2)[C@H](CO)O1)NCCN1CCCCC1
0.6,CO[C@@H](CN(C)Cc1cc(F)ccc1F)[C@@H](C)CN([C@H](C)CO)S(=O)(=O)c1ccc(F)cc1
0.8,C[C@@H]1CN([C@H](C)CO)C(=O)c2cc(-c3ccc(F)cc3)cnc2O[C@@H]1CN(C)Cc1cccnc1
2.6,CCCC#Cc1cnc2c(c1)C(=O)N([C@@H](C)CO)C[C@H](C)[C@H](CN(C)C(=O)Nc1ccccc1F)O2
1.0,Cc1noc(C)c1NC(=O)Nc1cccc2c1O[C@H](CN(C)CC1CC1)[C@@H](C)CN([C@H](C)CO)C2=O
-0.5,C[C@H]1CN([C@@H](C)CO)C(=O)c2ccccc2-c2ccccc2CO[C@@H]1CN(C)C(=O)CCN(C)C
-3.0,C[C@@H]1CCCCO[C@@H](CN(C)C)[C@H](C)CN([C@@H](C)CO)C(=O)c2cc(NS(C)(=O)=O)ccc2O1
-2.1,C[C@@H]1CN([C@@H](C)CO)C(=O)c2cc(NC(=O)Cc3cn(C)c4ccccc34)ccc2O[C@H]1CN(C)C(=O)Nc1ccc(F)cc1
2.5,Cc1ccc(S(=O)(=O)Nc2ccc3c(c2)CC(=O)N([C@@H](C)CO)C[C@H](C)[C@@H](CN(C)Cc2ccc4c(c2)OCO4)O3)cc1
-1.0,Cc1ccc(S(=O)(=O)N[C@@H]2CC[C@@H](CC(=O)NCCc3ccncc3)O[C@H]2CO)cc1
-3.8,COCC#Cc1ccc2c(c1)O[C@@H](CN(C)C(=O)C1CCCCC1)[C@H](C)CN([C@@H](C)CO)S2(=O)=O
u,CS(=O)(=O)Nc1ccc2c(c1)[C@@H]1C[C@@H](CC(=O)NCc3ccccn3)O[C@@H](CO)[C@@H]1O2
0.5,C[C@@H]1CN([C@@H](C)CO)C(=O)c2cc(NC(=O)Nc3ccc4c(c3)OCO4)ccc2O[C@@H](C)CCCCO[C@@H]1CN(C)CC1CCCCC1
-14.2,C[C@@H]1CN([C@H](C)CO)C(=O)Cc2cc(NC(=O)Nc3ccccc3)ccc2O[C@H]1CN(C)Cc1ccc(C(F)(F)F)cc1
-0.8,C[C@@H]1CN([C@@H](C)CO)C(=O)c2cccc(NC(=O)C3CCCCC3)c2O[C@@H]1CN(C)S(=O)(=O)c1ccc(F)cc1
1.4,CC(C)(C)OC(=O)Nc1ccc(/C=N/NC(=O)c2ccc(C(=O)NO)cc2)cc1
1.0,CC(C)C#Cc1ccc2c(c1)O[C@H](CN(C)C(=O)NC(C)C)[C@H](C)CN([C@@H](C)CO)S2(=O)=O
1.1,C[C@H](CO)N1C[C@H](C)[C@H](CN(C)C(=O)Nc2ccc(F)cc2)Oc2ccc(NC(=O)Nc3cccc4ccccc34)cc2CC1=O
-3.2,C/C=C/c1cnc2c(c1)C(=O)N([C@@H](C)CO)C[C@@H](C)[C@@H](CN(C)Cc1cccc(C(=O)O)c1)O2
5.7,O=C(C[C@@H]1C[C@@H]2c3cc(NS(=O)(=O)c4ccc(F)cc4)ccc3O[C@@H]2[C@@H](CO)O1)N1CCc2ccccc2C1
9.5,C[C@@H]1CN([C@@H](C)CO)C(=O)c2cc(NC(=O)c3ccncc3)ccc2O[C@H]1CN(C)C(=O)NC1CCCCC1
12.2,C[C@H]1CN([C@@H](C)CO)C(=O)c2cc(NC(=O)Cc3ccccc3)ccc2O[C@@H]1CN(C)S(=O)(=O)c1ccccc1

An excerpt from above in order of SMILES length, highest first:
NSD2 block,SMILES
12.2,C[C@H]1CN([C@@H](C)CO)C(=O)c2cc(NC(=O)Cc3ccccc3)ccc2O[C@@H]1CN(C)S(=O)(=O)c1ccccc1
-3.8,COCC#Cc1ccc2c(c1)O[C@@H](CN(C)C(=O)C1CCCCC1)[C@H](C)CN([C@@H](C)CO)S2(=O)=O
-0.5,C[C@H]1CN([C@@H](C)CO)C(=O)c2ccccc2-c2ccccc2CO[C@@H]1CN(C)C(=O)CCN(C)C

Among those listed so far, these have a CF3 group.
NSD2 block,SMILES
-6.3,C[C@H](CO)N1C[C@H](C)[C@H](CN(C)S(=O)(=O)c2cn(C)cn2)Oc2c(NC(=O)Nc3ccc(C(F)(F)F)cc3)cccc2C1=O
0.2,C[C@H](CO)N1C[C@H](C)[C@@H](CN(C)C)OCCCC[C@H](C)Oc2ccc(NC(=O)Nc3ccc(C(F)(F)F)cc3)cc2C1=O
-14.2,C[C@@H]1CN([C@H](C)CO)C(=O)Cc2cc(NC(=O)Nc3ccccc3)ccc2O[C@H]1CN(C)Cc1ccc(C(F)(F)F)cc1
